Screening data as filed in PubChem.
FXIIa inh 1536 = human FXIIa protease inhibitors, primary screen, biochemical, 1536-well. Coagulation factor XII (Homo sapiens), P00748. purified FXIIa, Boc-QGR-AMC fluorogenic substrate, 2 h. inhibition, % at 5 µM. actives 0.3% (n = 220,000); in the data active = inhibition above about 40%;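 also: 0% = enzyme with no compound and 100% = blank without enzyme; many of its hits are not listed in these tables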
FXIa inh 1536 = human FXIa protease inhibitors, primary screen, biochemical, 1536-well; inhibition, % at 5 µM; Coagulation factor XI (Homo sapiens), P03951; actives 0.14% (n = 220,000); purified FXIa, Boc-Glu-Ala-Arg-AMC fluorogenic substrate;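 active = inhibition of at least 40%; inactive = inhibition below 40%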;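 also: fluorescence of freed AMC excited at 355 nm; 0% = enzyme without compound and 100% = no enzyme blank; many of its hits are not listed in these tables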
PPC-1+TRAIL kill = compounds killing PPC-1 cancer cells with TRAIL present, primary screen, TRAIL potentiator project, ATPLite luminescence, uHTS; PPC-1 cells + TRAIL, ATPLite viability luminescence; cell killing (% activity), % at 4 µM; actives 0.41% (n = 220,000); AID 1443, 2008;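 active = cell killing above 50% in the first pass at 4 µM, then a duplicate retest at 5 µM averaging 50% or more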;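 also: plate controls were cells with TRAIL plus DMSO for no effect and medium-only wells lacking cells for full effect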
CHOP inh = inhibitors of CHOP promoter induction, primary screen, cell-based, unfolded protein response, luciferase reporter; CHO-K1 CHOP-promoter luciferase, tunicamycin-induced, 15-18 h; inhibition, % at 10 µM; actives 3.8% (n = 220,000); AID 2732, 2010;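 active = compounds that reduced the stress-induced luciferase reporter signal by more than about 70% of percent inhibition, limit read from the data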;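 also: 0% = tunicamycin plus vehicle and 100% = wells without tunicamycin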
TbHK1 inh = Trypanosoma brucei hexokinase 1 inhibitors, primary screen, biochemical, G6PDH-coupled NADH absorbance, MLSCN library; recombinant TbHK1, G6PDH-coupled NADH A340; inhibition, % at 10 µM; actives 0.11% (n = 220,000); AID 1430, 2008;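 active = inhibition of 50% or more in the single-dose primary screen; inactive = inhibition below 50%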
PGE2 EP2 inh = human EP2 receptor antagonists, primary screen, TR-FRET cAMP, C6 glioma cells; Prostaglandin E2 receptor EP2 subtype (Homo sapiens), P43116; C6 glioma cells expressing human EP2; cells stimulated with saturating PGE2; inhibition, % at 25 µM; actives 0.52% (n = 260,000);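 active = percent inhibition above 40 after rounding to a whole number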;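 also: rat C6 glioma host cells with rolipram phosphodiesterase inhibitor present; the protocol text gives 20 µM as final concentration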
Target sequence (P43116 whole entry, looked up): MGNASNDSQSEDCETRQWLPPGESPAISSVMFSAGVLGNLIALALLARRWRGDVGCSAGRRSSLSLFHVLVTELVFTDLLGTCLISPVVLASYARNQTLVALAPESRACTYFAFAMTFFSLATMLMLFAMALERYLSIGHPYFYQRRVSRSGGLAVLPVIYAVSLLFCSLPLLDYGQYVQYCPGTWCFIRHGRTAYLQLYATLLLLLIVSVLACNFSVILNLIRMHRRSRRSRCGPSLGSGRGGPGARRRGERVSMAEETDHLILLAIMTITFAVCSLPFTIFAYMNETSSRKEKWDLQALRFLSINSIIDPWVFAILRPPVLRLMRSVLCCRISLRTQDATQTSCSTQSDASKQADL
L929 necroptosis = inhibitors of zVAD-triggered necroptosis, primary screen, L929 cells. L929 zVAD necroptosis rescue, ATP luminescence, 24 h; with zVAD 60 µM. viability rescue, % at 10 µM. actives 0.38% (n = 220,000). AID 1377, 2008;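 active = activation, scaled between plate controls, above about 75%, limit read from the data; inactive = activation under that limit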;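 also: 0% = zVAD with DMSO and 100% = DMSO alone without zVAD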
Wee1 stabilizer = Wee1 degradation inhibitors, primary screen, cell-based, HeLa, Wee1K328M-luciferase, luminescence; Wee1-like protein kinase (Homo sapiens), P30291; HeLa Luc-Wee1K328M stability; 100% = proteasome inhibitor MG132 effect; reporter increase, % at 5 µM; actives 1.2% (n = 220,000); AID 1321, 2008;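 active = activation above the mean of all tested compounds plus 3 SD, set per screening run, cut at about 8.8% in these data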;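 also: cells exposed to compound for 20 h before luminescence read; 0% = DMSO alone and 100% = MG132 at 30 µM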
Target sequence (P30291 whole entry K328M): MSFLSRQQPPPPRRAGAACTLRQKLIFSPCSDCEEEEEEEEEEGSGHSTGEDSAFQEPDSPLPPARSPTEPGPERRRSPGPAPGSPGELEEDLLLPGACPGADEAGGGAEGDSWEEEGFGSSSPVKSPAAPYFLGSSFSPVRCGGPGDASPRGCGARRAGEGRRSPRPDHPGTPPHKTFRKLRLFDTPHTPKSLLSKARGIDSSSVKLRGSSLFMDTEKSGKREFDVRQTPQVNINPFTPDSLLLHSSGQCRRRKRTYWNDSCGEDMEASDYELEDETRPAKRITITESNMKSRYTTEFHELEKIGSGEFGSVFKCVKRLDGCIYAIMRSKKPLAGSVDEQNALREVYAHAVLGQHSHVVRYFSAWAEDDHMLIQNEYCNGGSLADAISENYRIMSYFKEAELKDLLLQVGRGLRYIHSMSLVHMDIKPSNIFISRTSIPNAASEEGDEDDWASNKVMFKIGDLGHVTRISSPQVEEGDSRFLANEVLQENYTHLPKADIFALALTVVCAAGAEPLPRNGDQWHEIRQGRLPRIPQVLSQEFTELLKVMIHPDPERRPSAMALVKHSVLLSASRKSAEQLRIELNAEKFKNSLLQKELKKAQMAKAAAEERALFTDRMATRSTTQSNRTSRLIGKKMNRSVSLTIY
TNF necrop inh = inhibitors of TNF-alpha triggered necroptosis, primary screen, cell-based, Jurkat FADD-/-, single concentration. Jurkat FADD-/- TNF necroptosis rescue, ATP luminescence, 24 h; 0 = TNF only, 100 = no-TNF cells. actives 0.068% (n = 220,000). activation (protection from cell death), % at 10 µM;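 active = activation, meaning protection from cell death, of at least 50% relative to plate controls; inactive = activation below 50%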;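 also: necroptosis triggered by 40 ng/mL TNF-alpha added together with compound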
* hit, by the source's call; / = not tested or not shown; & = joins results of further samples. This is a subset; the hit share may differ from the screen's.

cpd	molecule	FXIIa inh 1536	FXIa inh 1536	PPC-1+TRAIL kill	CHOP inh	TbHK1 inh
1	COc1ccc(C2SCC(C(=O)NCc3ccc(F)cc3)N2C(C)=O)cc1 (stereo unspecified)	-6.7	-11.6	2.9	41.5	-0.9
2	CCOc1ccc(C(=O)Nc2ccc3c(c2)OCCO3)cc1[N+](=O)[O-]	10.8	0.7	/	8.7	-2.7
3	CCN(CC)c1ccc2cc(C(N)=O)c(=N)oc2c1	/	-1.6	-0.3	-6.5	8.1
4	O=C(NN1C(=O)C2C3C=CC(C4CC34)C2C1=O)c1ccc(Br)cc1 (stereo unspecified)	1.9	-3.8	19.0	5.3	2.9
5	COC(=O)c1ccc(OCC(O)CN(CC(C)C)CC(C)C)cc1 (stereo unspecified)	12.6	16.1	7.6	87.0*	7.0
6	O=C1c2ccccc2C(=O)N1OCCOCCOCCBr	-5.1	2.8	-9.0	-11.9	-12.3
7	O=[N+]([O-])c1cc(Cl)cc(/C=N/Nc2nc3ccccc3s2)c1O	5.5	0.3	20.3	49.3	-4.1
8	CCCCn1cnc2sc3c(c2c1=N)CCCC3	7.3	2.5	8.2	17.6	-2.1
9	CCOC(=O)/C=C/C(=O)Nc1ccc(S(=O)(=O)Nc2c(C)cc(C)cc2C)cc1	11.6	9.8	5.3	34.4	16.4
10	COc1ccccc1N1CCN(C(=O)CCCN2C(=O)c3cccc4cccc(c34)C2=O)CC1	14.9	6.2	8.7	43.8	-10.7

cpd	PGE2 EP2 inh	L929 necroptosis	Wee1 stabilizer	TNF necrop inh
1	7.7	0.2	-0.5	-0.9
2	3.9	3.1	2.4	0.4
3	9.5	5.3	7.6	-2.4
4	10.5	3.1	-1.6	-0.5
5	9.6	-0.1	3.2	-1.6
6	6.3	-0.7	2.7	-0.4
7	13.1	10.6	5.7	-1.0
8	9.7	-1.5	-3.5	1.3
9	27.9	0.7	1.4	-3.4
10	10.7	0.5	0.0	-2.3

Three compounds from above, showing only FXIa inh 1536, Wee1 stabilizer and CHOP inh.
item | smiles | FXIa inh 1536 | Wee1 stabilizer | CHOP inh
3 | CCN(CC)c1ccc2cc(C(N)=O)c(=N)oc2c1 | -1.6 | 7.6 | -6.5
4 | O=C(NN1C(=O)C2C3C=CC(C4CC34)C2C1=O)c1ccc(Br)cc1 (stereo unspecified) | -3.8 | -1.6 | 5.3
5 | COC(=O)c1ccc(OCC(O)CN(CC(C)C)CC(C)C)cc1 (stereo unspecified) | 16.1 | 3.2 | 87.0*

Continuation:
cpd	molecule	FXIIa inh 1536	FXIa inh 1536	PPC-1+TRAIL kill	CHOP inh	TbHK1 inh
11	Cc1ccc(-c2n[nH]c(=S)n2/N=C/c2cccs2)cc1	15.2	19.3	8.8	29.7	-4.4
12	CSCCC1NC(=O)N(CC(=O)Nc2c(Cl)cc(Cl)cc2Cl)C1=O (stereo unspecified)	12.9	-2.3	-15.0	16.9	1.7
13	COc1ccc(NC(=O)CS(=O)CC(=O)NC2CCCc3ccccc32)cc1 (stereo unspecified)	9.4	2.1	15.3	4.4	0.1
14	COC(=O)c1nnn(CC(=O)NC(=O)Nc2c(C)cccc2C)c1C(=O)OC	10.7	10.8	-7.8	24.8	-1.6
15	CNc1c([N+](=O)[O-])cnn1-c1ccc(F)cc1	3.6	-3.5	-13.2	6.7	-5.2
16	CCN(CC)C(=O)C(=O)c1cccn1-c1cccc(OC)c1C#N	8.9	-1.0	17.6	22.7	-6.7
17	C=CCOc1ccc(C=Nc2ccc(Cl)cc2)c(O)c1	5.6	4.9	20.4	65.0	-5.3
18	CCOC(=O)Cc1c(C)nc(SC)[nH]c1=O	8.1	1.0	25.6	12.2	2.6
19	CCN(CC)CC(=O)Nc1ccc2c(c1)N(C(=O)CN(CC)CC)c1ccccc1CC2	15.6	-4.1	11.8	-5.1	-1.1
20	O=C(C(Cc1ccccc1)N1C(=O)C2C3CCC(C3)C2C1=O)N1CCCCC1 (stereo unspecified)	-11.3	-4.3	-1.1	14.9	-6.9

cpd	PGE2 EP2 inh	L929 necroptosis	Wee1 stabilizer	TNF necrop inh
11	5.8	1.9	0.0	0.7
12	15.0	0.1	-0.6	-0.5
13	13.5	1.5	1.4	0.2
14	7.0	0.3	7.1	1.4
15	11.2	1.2	0.1	0.3
16	0.8	-0.3	3.4	-0.1
17	10.0	0.1	-0.6	-1.1
18	3.9	-0.1	1.1	0.7
19	-3.6	-0.3	3.4	0.9
20	5.0	-0.1	-1.6	-4.6

(continued)
cpd	molecule	FXIIa inh 1536	FXIa inh 1536	PPC-1+TRAIL kill	CHOP inh	TbHK1 inh
21	O=C(COC(=O)c1ccccc1NC(=O)c1ccco1)Nc1ncc(Cl)cc1Cl	7.2	1.7	13.8	9.2	-3.3
22	O=C(O)Cn1cc(/C=C2/NC(=O)N(c3ccc(Cl)cc3)C2=O)c2ccccc21	38.3	28.2	-21.2	10.8	-10.6
23	CCOC(=O)c1cc(-c2csc(COc3ccccc3Cl)n2)on1	9.6	5.8	10.6	-0.3	3.5
24	CN(C)S(=O)(=O)c1cccc(NC(=O)/C=C/c2ccccc2[N+](=O)[O-])c1	4.4	-2.0	1.6	13.3	-3.3
25	N#CNC(=Nc1ccc(Cl)cc1)Oc1ccccc1	14.8	5.1	13.0	-15.9	-13.8
26	CCOC(=O)C1(Cc2ccccc2)NC(c2ccccc2F)C2C(=O)N(CC)C(=O)C21 (stereo unspecified)	15.0	6.5	19.9	10.2	2.4
27	CCCCOC(=O)c1ccc(NC(=O)c2cc(Cl)c(Cl)cc2C(=O)O)cc1	4.2	-4.5	-1.2	32.2	-1.2
28	CCCCN1/C(=C/c2ccc3ccccc3[n+]2CC)Sc2ccccc21	5.6	2.7	40.0	84.4*	2.7
29	COC(=O)c1ccc(N2CCN(C(C)=O)CC2)c(NC(=O)COc2ccccc2C)c1	11.5	-3.4	10.4	-0.5	-6.2
30	NC(=O)NC(Cc1ccccc1)C(=O)O (stereo unspecified)	0.6	-2.0	2.6	24.0	1.7

cpd	PGE2 EP2 inh	L929 necroptosis	Wee1 stabilizer	TNF necrop inh
21	13.7	-0.1	0.7	0.1
22	8.8	-1.8	-0.9	-0.9
23	6.8	1.4	1.0	-3.8
24	8.2	5.0	-2.2	1.6
25	6.7	1.1	-0.4	-1.1
26	3.6	-0.3	-1.0	-0.9
27	4.8	37.1	-0.1	0.1
28	11.9	1.7	-0.8	-3.7
29	13.2	-0.9	-1.9	1.4
30	1.1	3.4	-0.6	0.9

Continuation.
cpd	molecule	FXIIa inh 1536	FXIa inh 1536	PPC-1+TRAIL kill	CHOP inh	TbHK1 inh
31	Cc1c(Br)ccc(NC(=O)CCN2C(=O)C3C4CCC(C4)C3C2=O)c1C (stereo unspecified)	10.2	6.5	-13.1	10.1	0.6
32	O=C(N/N=C\c1ccc([N+](=O)[O-])s1)c1cncc(Br)c1	-0.5	6.5	20.6	95.2*	-6.9
33	CCc1ccc2[nH]c(=O)c(CN(CC3CCCO3)C(=S)NCc3ccco3)cc2c1 (stereo unspecified)	8.5	3.4	-10.1	37.0	-20.4
34	CCC1CCCCN1C(=O)c1cc2cc(Br)ccc2oc1=O (stereo unspecified)	12.8	6.5	-32.1	25.6	-11.1
35	Cc1ncc([N+](=O)[O-])n1CC(=O)Nc1ccc2c(c1)OCO2	12.9	5.4	-1.6	0.0	-0.2
36	CCN(CC)S(=O)(=O)c1cccc(NC(=O)c2cc(=O)[nH]c3ccccc23)c1	33.5	17.7	-1.5	3.5	-8.3
37	O=C(N/N=C/c1cccc(F)c1)c1c(O)c2c([nH]c1=O)CCCC2	6.1	3.6	-13.1	81.8*	-6.6
38	CC(C)c1ccc(OCC(=O)NC2=NCCS2)cc1	7.0	-2.7	19.6	-0.3	-0.2
39	O=C(NCc1cccnc1)c1ccc(Cl)c(Cl)c1	6.7	-28.5	15.1	23.7	-2.0
40	Cc1cc2cc(CNC(=S)Nc3ccc(OC(F)(F)F)cc3)ccc2n1C	12.1	4.3	9.9	11.2	-10.8

cpd	PGE2 EP2 inh	L929 necroptosis	Wee1 stabilizer	TNF necrop inh
31	4.1	-0.5	1.5	-1.2
32	4.3	0.0	-2.2	-5.7
33	6.3&10.2	-0.7	0.3	-0.4
34	5.8	2.2	-2.7	0.5
35	3.5	-0.7	-2.8	-1.9
36	5.5	-0.3	-0.5	1.0
37	5.8	1.6	0.2	1.6
38	4.1	1.0	3.5	1.7
39	5.8	0.1	-0.5	2.2
40	9.4	/	1.0	-2.9

CHOP inh: hit marks shown above.
entry	Structure	FXIIa inh 1536	FXIa inh 1536	CHOP inh	TbHK1 inh	Wee1 stabilizer
5	COC(=O)c1ccc(OCC(O)CN(CC(C)C)CC(C)C)cc1 (stereo unspecified)	12.6	16.1	87.0*	7.0	3.2
28	CCCCN1/C(=C/c2ccc3ccccc3[n+]2CC)Sc2ccccc21	5.6	2.7	84.4*	2.7	-0.8
32	O=C(N/N=C\c1ccc([N+](=O)[O-])s1)c1cncc(Br)c1	-0.5	6.5	95.2*	-6.9	-2.2
37	O=C(N/N=C/c1cccc(F)c1)c1c(O)c2c([nH]c1=O)CCCC2	6.1	3.6	81.8*	-6.6	0.2

(continued)
cpd	molecule	FXIIa inh 1536	FXIa inh 1536	PPC-1+TRAIL kill	CHOP inh	TbHK1 inh
41	Cc1nnc(NC(=O)CSc2nc3c(c(=O)n2C)SC(C)C3)s1 (stereo unspecified)	1.7	-8.4	14.1	22.2	-20.5
42	CN(C)c1ccc(/C=N/N=C2/SC(CC(=O)O)C(=O)N2c2ccc(O)cc2)cc1 (stereo unspecified)	-4.0	4.2	36.4	4.4	-40.8
43	Cc1cccc(NC2=NCC(=O)N2Cc2cccs2)c1	0.6	-4.0	15.3	-2.9	-0.9
44	O=C1CC(NCc2ccco2)C(=O)N1CCc1ccccc1 (stereo unspecified)	18.3	7.2	17.8	47.1	0.2
45	O=C(CCn1c(=S)oc2ccccc21)Nc1ccccc1F	13.7	5.6	-11.8	0.5	13.8
46	Cc1oc(C)c2c(=O)ccc3c(c12)OC(N)=C(C#N)C3c1ccccc1Cl (stereo unspecified)	4.5	3.6	-2.2	81.4*	-0.3
47	C[C@]12CS(=O)(=O)C[C@H]1SC(=S)N2c1ccccc1	9.9	7.3	2.1	4.3	-14.5

cpd	PGE2 EP2 inh	L929 necroptosis	Wee1 stabilizer	TNF necrop inh
41	10.3	0.0	-1.3	1.6
42	8.0	2.8	2.3	-0.1
43	16.0&9.0	-0.2	-1.5	0.5
44	6.1	1.2	0.0	2.0
45	9.8	0.1	-2.1	-0.2
46	16.4	-0.3	-0.1	-8.6
47	6.7	0.1	4.3	0.7
